KCNQ2 block – KCNQ2 potassium channel inhibitors, primary screen, cell-based, CHO-K1, FluxOR thallium flux, B-score (AID 2156) | actives 1.1% (n = 310,000) | O88943 | B-score at 10 µM | 20 min; hits give low values;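 active = fluorescence ratio B-score at most minus 3 library SDs, with starting brightness B-score within 2 library SDs, cut at about -5.5 in these data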
CHT inh – inhibits the human high affinity choline transporter; Q9GZV3; CHT-expressing cells, membrane potential dye, choline response; hits give low values; B-score at 10 µM; actives 0.86% (n = 310,000);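 active = B-score over 3 SD under the library average, and starting fluorescence ratio not unusually high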;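 note: choline stimulus applied at its EC90 after an EC20 pre-addition; B-score computed on integrated fluorescence ratio after choline addition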
Target sequence (Q9GZV3 whole entry, looked up): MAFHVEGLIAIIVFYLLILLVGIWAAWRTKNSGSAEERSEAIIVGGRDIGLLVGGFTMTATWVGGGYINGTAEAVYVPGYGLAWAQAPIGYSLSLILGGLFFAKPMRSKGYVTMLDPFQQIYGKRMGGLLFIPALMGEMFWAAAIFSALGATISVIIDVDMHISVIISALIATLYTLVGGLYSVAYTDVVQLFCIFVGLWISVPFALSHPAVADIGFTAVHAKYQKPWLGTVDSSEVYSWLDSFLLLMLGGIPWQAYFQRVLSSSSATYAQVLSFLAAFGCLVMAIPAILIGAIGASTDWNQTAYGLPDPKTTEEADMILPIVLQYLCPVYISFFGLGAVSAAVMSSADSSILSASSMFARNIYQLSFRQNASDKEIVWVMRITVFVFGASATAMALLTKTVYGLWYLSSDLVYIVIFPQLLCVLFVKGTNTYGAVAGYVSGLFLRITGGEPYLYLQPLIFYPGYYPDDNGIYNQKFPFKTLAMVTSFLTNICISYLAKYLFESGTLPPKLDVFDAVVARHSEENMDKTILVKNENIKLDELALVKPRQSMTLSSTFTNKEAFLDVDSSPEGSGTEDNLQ
Calls only; i = inactive; . = not tested or not shown.

Start of the data: the first five records as a preview:
SMILES | KCNQ2 block | CHT inh
Cc1ccc(Cl)cc1NC(=S)NCCCSC1CCCCC1 | i | i
O=C(Nn1cnc2ccccc2c1=O)c1ccccc1 | i | i
CCC(C)[C@H](NS(=O)(=O)c1ccc(C)cc1)C(=O)N1CCC(C(=O)N2CCC(C(N)=O)CC2)CC1 (some centres not stated) | i | i
CCOc1ccc(/C=C/c2c([N+](=O)[O-])c(=O)n(C)c(=O)n2C)cc1 | i | i
CCOC(=O)CSc1nnc(CCc2nc3ccccc3[nH]2)n1C | i | i

All compounds of this part, from the first entry:
SMILES | KCNQ2 block | CHT inh
Cc1ccc(Cl)cc1NC(=S)NCCCSC1CCCCC1 | i | i
O=C(Nn1cnc2ccccc2c1=O)c1ccccc1 | i | i
CCC(C)[C@H](NS(=O)(=O)c1ccc(C)cc1)C(=O)N1CCC(C(=O)N2CCC(C(N)=O)CC2)CC1 (some centres not stated) | i | i
CCOc1ccc(/C=C/c2c([N+](=O)[O-])c(=O)n(C)c(=O)n2C)cc1 | i | i
CCOC(=O)CSc1nnc(CCc2nc3ccccc3[nH]2)n1C | i | i
CCCc1cc(=O)oc2cc(C)cc(OCC(=O)Nc3ccc(CN4CCOCC4)cc3)c12 | i | i
CCOc1ccc2[nH]cc(C(=O)NCCCN3CCOCC3)c(=O)c2c1 | i | i
CN(CC(=O)O)S(=O)(=O)c1ccc(F)cc1 | i | i
CCOC(=O)N1CCC(NC(=O)c2ccc(N3CCC4(CC3)OCCO4)c([N+](=O)[O-])c2)CC1 | i | i
CCOc1ccc(NC(=O)CS(=O)CC(=O)Nc2cccnc2)cc1 (configuration not stated) | i | i
COc1ccccc1N1CCN(CC(O)COCCOc2ccc(Br)cc2)CC1 (configuration not stated) | i | i
N#Cc1c(NC(=O)CSc2nnnn2C2CCCC2)sc2c1CCCC2 | i | i
CC(NC(=O)CN(C)Cc1ccc(Br)cc1)c1ccccc1 (configuration not stated) | i | i
O=C(c1cccc(Cl)c1)N1CCN(CCCc2ccccc2)CC1 | i | i
C(=C\c1ccc(/C=C/c2ccccc2)nn1)/c1ccccc1 | i | i
O=C(NC(=S)Nc1ccc(N2CCOCC2)cc1)c1cccs1 | i | i
COc1ccc(/C(O)=C2/C(=O)C(=O)N(CCCN3CCOCC3)C2c2ccc(C(C)C)cc2)cc1 (configuration not stated) | i | i
Cc1ccc(NC(=O)CSc2nnc(-c3cccnc3)o2)c(C)c1 | i | i
Cc1ccnc(N/C=C(/NC(=O)c2ccccc2)C(=O)NN)n1 | i | i
Cc1cc2ccccc2n1CCNC(=O)C1CC1 | i | i
O=C(C1=C(O)C(=O)N(c2ncccn2)C1c1ccc(F)cc1)c1ccco1 (configuration not stated) | i | i
CCOc1ccc2oc(C(=O)Nc3cc(C)ccn3)c(C)c2c1 | i | i
O=C(Cn1cccc1C(=O)c1ccccc1)NCc1ccccn1 | i | i
CCOC(=O)c1cc2cc([N+](=O)[O-])cc(OC)c2oc1=O | i | i
COC(=O)C(C)Sc1nnc(Cc2cc(=O)[nH]c(=O)[nH]2)n1-c1cccc(OC)c1 (configuration not stated) | i | i

Next part:
SMILES | KCNQ2 block | CHT inh
O=C(NCCCN1CCOCC1)C(=O)N/N=C/c1c2ccccc2cc2ccccc12 | i | i
Cc1ccc(S(=O)(=O)N(C)C)cc1NC(=O)C(C)Sc1ccccc1 (configuration not stated) | i | i
O=C(Oc1ccccc1)c1ccccc1OS(=O)(=O)c1ccccc1 | i | i
Cc1c(C)c2c(C)nn(-c3ccccc3)c2[nH]c1=O | i | i
COc1ccc(S(=O)(=O)NCC(=O)Nc2ccc3c(c2)OCCO3)cc1OC | i | i
COc1ccc(OC)c(NC(=O)CC2Oc3ccccc3NC2=O)c1 (configuration not stated) | i | i
COCC1CCCCN1C(=O)c1ccc2oc(CCCc3ccccc3)nc2c1 (configuration not stated) | i | i
CCC(C)NC(=O)CN(C1CCCCC1)S(C)(=O)=O (configuration not stated) | i | i
CCC(=O)NNC(=O)Cc1c(C)n(C(=O)c2ccc(Cl)cc2)c2ccc(OC)cc12 | i | i
O=[N+]([O-])c1ccc(O)c(/C=N/Nc2ccc(Cl)nn2)c1 | i | i
O=C(Nc1cccc(Cl)c1Cl)c1ccccc1NC(=O)C1CC=CCC1C(=O)O (configuration not stated) | i | i
CCOC(=O)c1nc(N)c(=O)n(-c2ccc(C)cc2)n1 | i | i
CC(=O)c1cc2c(cc1NC(=O)CN1Cc3ccccc3C1=O)OCO2 | i | i
C=CCNC(=O)NC(=O)COC(=O)[C@H](C)NS(=O)(=O)c1c(C)c(C)cc(C)c1C | i | i
Cc1ccc(S(=O)(=O)N(C)CC(=O)N2CCCCCC2)cc1 | i | i
COc1ccc(C(=O)N2CCNC(=O)C2CC(=O)Nc2ccc(C)c(C)c2)cc1 (configuration not stated) | i | i
CCCCn1c(/N=C/c2ccccc2NS(=O)(=O)c2ccc(C)cc2)nc2ccccc21 | . | i
Cc1cccc(NC(=O)NNC(=O)c2nn(C)cc2Br)c1 | i | i
CCOc1cc(/C=N/n2cnnc2)ccc1OCC(=O)Nc1ccccc1OC | i | i
O=C(CN(C(=O)CCC(=O)Nc1nccs1)c1ccc(F)cc1)NCc1ccco1 | i | i
CC(=O)c1ccccc1OCC(O)CN1CCN(C(c2ccccc2)c2ccccc2)CC1 (configuration not stated) | i | i
Cc1sc2nc(SCC(=O)N(CCO)CCO)nc(N)c2c1C | i | i
COc1ccc(-c2cc(C)nc(SCC(=O)c3cccc([N+](=O)[O-])c3)n2)cc1 | i | i
COc1cc(/C=C2\NC(=S)NC2=O)ccc1OCc1cccc(C(=O)O)c1 | i | i
N=c1oc2ccc(Br)cc2cc1C(=O)NCc1ccc(F)cc1 | i | i

One compound at a time, from the list above. Order of values: KCNQ2 block, CHT inh
O=C(Oc1ccccc1)c1ccccc1OS(=O)(=O)c1ccccc1 across the screens: i, i
C=CCNC(=O)NC(=O)COC(=O)[C@H](C)NS(=O)(=O)c1c(C)c(C)cc(C)c1C across the screens: i, i

Next section:
SMILES | KCNQ2 block | CHT inh
CC(C)CC(NC(=O)C1CCC(C)CC1)C(=O)NCc1cccnc1 (configuration not stated) | i | i
CNC(=O)CSc1nnc(-c2ccco2)n1-c1ccc(C)cc1 | i | i
COc1ccc(O)c(-c2[nH]ncc2C(=O)c2ccccc2C)c1 | i | i
COC(=O)c1c(C)[nH]c(C(=O)CSc2ncnc3sc(-c4ccccc4)cc23)c1C | i | i
Cc1ccc(C)c(NS(=O)(=O)c2ccc(-c3ccc(=O)[nH]n3)o2)c1 | i | i
CCCC(=O)NC(=S)NNC(=O)c1ccc([N+](=O)[O-])cc1 | i | i
Cc1ccccc1CNC(=O)CCn1nc(C)c2c(C)n(-c3ccccc3)nc2c1=O | i | i
Cc1ccc(C)c2sc(NC(=O)c3ccc(N4C(=O)CCC4=O)cc3)nc12 | i | i
CC(=O)/C(N=Nc1ccc2c(c1)OCO2)=C(\C)O | i | i
O=C(NCC(c1cccs1)N1CCOCC1)c1cccnc1 (configuration not stated) | i | i
COc1ccc(C(=O)Nc2ccccc2C(=O)NCCN2CCOCC2)cc1OC | i | i
COC(=O)c1ccc(C(=O)N2CCCC(CNC(=O)c3ccc(F)cc3)C2)cc1 (configuration not stated) | i | i
Cc1ccc(-n2nc(C)c3c(C)c(CCC(=O)NCC4CCCO4)c(=O)n(C)c32)cc1 (configuration not stated) | i | i
CCOC(=O)c1ccc(S(=O)(=O)N2CCC(N3CCCCC3)CC2)cc1 | i | i
COc1ccc(NC(=O)C2CCCO2)c(OC)c1 (configuration not stated) | i | i
COc1ccc(NC(=O)CSc2ccc(-c3cccs3)nn2)c(OC)c1 | i | i
CCCc1ncc(C(O)c2cccc3ccccc23)n1C (configuration not stated) | i | i
CCN(CC)CCOc1ccc2c(c1)C(=NO)c1cc(OCCN(CC)CC)ccc1-2 | i | i
COc1ccc(-c2c(C#N)c(N)nc3sc(C(=O)c4ccc(C)cc4)c(N)c23)cc1 | i | i
CCOC(=O)COc1ccc(C)cc1-c1ccno1 | i | i
CC(=O)Nc1ccc(S(=O)(=O)N2c3ccccc3NC(=O)CC2C)c(Cl)c1 (configuration not stated) | i | i
O=C(O)CC(NC(=O)C12CC3CC(CC(C3)C1)C2)c1ccc(F)cc1 (configuration not stated) | i | i
CCc1ccc(/C=C2\Oc3cc(OS(C)(=O)=O)ccc3C2=O)cc1 | i | i
CCOc1cc2c(cc1OC)C(NC(=O)c1ccco1)CC2=O (configuration not stated) | i | i
COc1cccc(CNC(=O)CCNS(=O)(=O)c2ccc3c(c2)CC(C)N3C(C)=O)c1 (configuration not stated) | i | i

Later entries
SMILES | KCNQ2 block | CHT inh
CC(=O)c1ccc(NC(=O)CC2Nc3cccc4cccc(c34)NC2=O)cc1 (configuration not stated) | i | i
Cc1ccc(C)c(N2CCN(C(=O)CN(C)S(=O)(=O)c3cnc[nH]3)CC2)c1 | i | i
O=C(O)c1ccccc1C(=O)N(c1ccccc1)c1ccccc1 | i | i
O=C(c1cc(COc2c(F)cccc2F)on1)N(Cc1ccccc1)CC1CC1 | i | i
O=C(CNCc1ccc(Cl)cc1)N1CCc2ccccc2C1 | i | i
Cc1ccc(S(=O)(=O)N2CCOCC2)cc1NC(=O)Cn1cc(C(F)(F)F)cc(Cl)c1=O | i | i
O=S(=O)(Nc1ccncc1Cl)c1ccccc1 | i | i
COc1cc(NS(=O)(=O)c2ccc(NC(=S)NC(=O)c3ccc(Br)cc3)cc2)ncn1 | i | i
O=C(CSc1nnc(Cc2cc(=O)[nH]c(=O)[nH]2)n1-c1ccc(Cl)cc1)NCC1CCCO1 (configuration not stated) | . | i
O=C1Nc2ccccc2O/C1=C\c1c(F)cccc1Cl | i | i
COc1ccc(S(=O)(=O)N2CCCCCC2)cc1N(C)S(=O)(=O)c1ccccc1 | i | i
COC(=O)c1cc(S(=O)(=O)N2CCN(c3ccc(C(C)=O)cc3)CC2)cn1C | i | i
Cc1cccc(Cl)c1OCCCCn1ccnc1 | i | i
CC(C)(C)CN1C(N)=NC[C@@H]1c1ccccc1 | i | i
CCCOc1cccc(C(=O)NCCCNC(=O)c2cccnc2)c1 | i | i
COc1ccc(/C=N/NC(=O)c2cccc(O)c2)cc1Cn1nc(C)c([N+](=O)[O-])c1C | i | i
CCOc1cc(C(c2c(C)[nH][nH]c2=O)c2c(C)[nH][nH]c2=O)ccc1OCc1ccc([N+](=O)[O-])cc1 | i | i
CC1(C)N=C(N)N=C(N)N1c1ccc(OCCCOc2ccccc2)c(Cl)c1 | i | i
CCCCN(CCCC)CCCNC(=O)C1CC(c2ccc(C(F)(F)F)cc2)=NO1 (configuration not stated) | i | i
CN(C)C(CNC(=O)CCCOc1ccccc1)c1ccco1 (configuration not stated) | i | i
Cc1cc(=O)oc2c(C)c(OC(C)C(=O)NCCCN3CCCC3=O)ccc12 (configuration not stated) | i | i
COc1ccccc1NC(=O)CCS(=O)(=O)c1ccc2c(c1)NC(=O)C(C)S2 (configuration not stated) | i | i
CCN(CC)C(=O)Cn1nc(-c2ccc(Cl)cc2)c2ccccc2c1=O | i | i
O=C1CN(CC(=O)NC2CCCc3ccccc32)CCN1 (configuration not stated) | i | i
Cc1ccc(S(=O)(=O)/C(C#N)=C/c2c(N3CCN(C)CC3)nc3c(C)cccn3c2=O)cc1 | i | i

Retrieved one by one from above:
SMILES | KCNQ2 block | CHT inh
CCOc1ccc2[nH]cc(C(=O)NCCCN3CCOCC3)c(=O)c2c1 | i | i
Cc1ccc(S(=O)(=O)N(C)CC(=O)N2CCCCCC2)cc1 | i | i
CC(=O)c1cc2c(cc1NC(=O)CN1Cc3ccccc3C1=O)OCO2 | i | i
Cc1ccc(S(=O)(=O)N(C)C)cc1NC(=O)C(C)Sc1ccccc1 (configuration not stated) | i | i
O=C(Oc1ccccc1)c1ccccc1OS(=O)(=O)c1ccccc1 | i | i
CCOC(=O)c1nc(N)c(=O)n(-c2ccc(C)cc2)n1 | i | i

(next part)
SMILES | KCNQ2 block | CHT inh
C=CCNC(=O)c1onc(CSc2cc(C)cc(C)c2)c1C(=O)O | i | i
CCOC(=O)/C(=C/C1=CC(=C/N(C)C)/C(=O)O1)C(C)=O | i | i
COc1cccc(CN2CCN(Cc3ccon3)CC2CCO)c1 (configuration not stated) | i | i
c1ccc(CSCc2cn3ccccc3n2)cc1 | i | i
Cc1ccc(OCC(=O)NCCCNC(=O)c2ccc(C)nc2)cc1 | i | i
Cc1ccc(OCCNC(=O)/C=C/c2ccccc2)cc1 | i | i
COC(=O)CCCC(=O)N1CCCC(C(=O)c2ccc(OC)cc2C)C1 (configuration not stated) | i | i
Cc1ccc(C(=O)NNC(=O)c2nn(-c3ccc(F)cc3)ccc2=O)cc1 | i | i
O=C(/C(=N/N=C/c1ccc(O)c(O)c1)c1ccccc1)c1ccccc1 | i | i
COC(=O)C(Cc1ccc(O)cc1)NC(=O)CCOc1ccc(OC)cc1 (configuration not stated) | i | i
COc1ccc(C(CNC(=O)COc2ccc(Br)cc2F)N2CCCC2)cc1 (configuration not stated) | i | i
Cc1nc(Nc2ccc(Br)cc2Br)c([N+](=O)[O-])c(=O)[nH]1 | i | i
CCNC(=O)NC(=O)C(C)On1nnc2ccc(S(=O)(=O)N(CC)CC)cc21 (configuration not stated) | i | i
COc1ccc(N=C2NC(=O)/C(=C\C=C\c3ccco3)S2)cc1 | i | .
CCOc1ccccc1C(c1c(C)n(C)n(-c2ccccc2)c1=O)c1c(C)n(C)n(-c2ccccc2)c1=O | i | i
COC(=O)c1ccc2c(=O)n(CCN3CCOCC3)c(=S)[nH]c2c1 | i | i
Cc1cn(-c2cc(NC(=O)c3ccc(C)c(NC(=O)c4cccc(-c5cn[nH]c(=O)c5)c4)c3)cc(C(F)(F)F)c2)cn1 | i | i
Cc1cc(Cl)ccc1NC(=O)Cn1cncn1 | i | i
Cc1cc(=O)n2nc(N3CCC(C(=O)NCc4ccccc4F)CC3)sc2n1 | i | i

As a working copy, some entries already given.
SMILES | KCNQ2 block | CHT inh
Cc1cc(Cl)ccc1NC(=O)Cn1cncn1 | i | i
Cc1cc(=O)n2nc(N3CCC(C(=O)NCc4ccccc4F)CC3)sc2n1 | i | i

High-throughput results as filed in PubChem.
